Source: PubChem (several laboratories)
CRFBP-R2 agonist: agonists of CRF-BP/CRF-R2 complex, primary screen, cell-based, HEK293, calcium dye fluorescence, uHTS. CRF-binding protein / CRF receptor 2 complex (human). calcium dye fluorescence (FLIPR); percent of saturating CRF peptide response. activation, % at 13.2 µM. hit rate 0.46% among 350,000. AID 588473, 2011;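 active = activation of at least 50%, plus an integration ratio under a set limit after plate pattern correction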;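 note: plate controls were neutral control wells without compound for no effect and CRF at EC100 for full effect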
M5 PAM: human M5 muscarinic receptor positive allosteric modulators, primary screen, CHO-K1 cells, Fluo-8 calcium fluorescence; CHO-K1 hM5, ACh EC20 PAM; 0% = ACh EC20, 100% = ACh EC100; activation, % at 3 µM; hit rate 0.3% among 360,000;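 active = activation above the run cutoff, the mean activation of all test compounds plus 3 SD, cut at about 18% in these data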
Target sequence (P08912 whole entry, looked up): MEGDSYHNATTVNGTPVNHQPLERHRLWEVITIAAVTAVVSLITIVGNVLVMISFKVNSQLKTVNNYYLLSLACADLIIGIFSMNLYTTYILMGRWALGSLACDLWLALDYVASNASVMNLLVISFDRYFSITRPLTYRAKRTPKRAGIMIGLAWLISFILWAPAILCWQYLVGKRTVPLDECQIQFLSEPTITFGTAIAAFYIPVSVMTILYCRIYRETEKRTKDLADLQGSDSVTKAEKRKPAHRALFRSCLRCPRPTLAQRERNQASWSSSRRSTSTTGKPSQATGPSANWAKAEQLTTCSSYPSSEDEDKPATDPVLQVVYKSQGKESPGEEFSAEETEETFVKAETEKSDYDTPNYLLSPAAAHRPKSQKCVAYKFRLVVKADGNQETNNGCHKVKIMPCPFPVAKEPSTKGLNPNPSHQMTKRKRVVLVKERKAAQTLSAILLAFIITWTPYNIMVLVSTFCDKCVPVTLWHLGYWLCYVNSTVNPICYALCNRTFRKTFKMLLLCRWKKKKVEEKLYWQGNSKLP
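system = human M5 receptor in CHO-K1 cells | reagent = EC20 acetylcholine as agonist stimulus | compound dosing = single-point, 3 µM nominal | incubation = Fluo-8 loading 80 min at 37 °C plus 30 min room temperature | detection = Fluo-8 calcium dye fluorescence, kinetic read | benchmarks = low control EC20 acetylcholine (0%), high control EC100 acetylcholine (100%)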
CHRM1 PAM: human M1 muscarinic receptor positive allosteric modulators, primary screen, CHO-K1 cells, Fluo-8 calcium fluorescence, 1536-well. Muscarinic acetylcholine receptor M1 (Homo sapiens), P11229. CHO-K1 hM1, ACh EC20; 0% = ACh EC20, 100% = maximal ACh. activation, % at 3 µM. hit rate 0.088% among 360,000. AID 588819, 2011; in the data active = activation above about 19%, passing the limit was not always enough
M4 ag: human M4 muscarinic receptor agonists, primary screen, CHO-K1 cells, Fluo-8 calcium fluorescence | Muscarinic acetylcholine receptor M4 (Homo sapiens), P08173 | AID 624127, 2012 | hit rate 0.14% among 360,000 | activation, % at 3 µM | CHO-K1 hM4/Gqi5; vehicle 0%, full acetylcholine response 100%;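 active = activation above the run mean over all test wells plus 3 SD, cut at about 32% in these data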;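 note: peak over basal fluorescence ratio per well then scaled between controls; 0% = DMSO wells and 100% = acetylcholine at EC100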
Target sequence (P08173 whole entry, looked up): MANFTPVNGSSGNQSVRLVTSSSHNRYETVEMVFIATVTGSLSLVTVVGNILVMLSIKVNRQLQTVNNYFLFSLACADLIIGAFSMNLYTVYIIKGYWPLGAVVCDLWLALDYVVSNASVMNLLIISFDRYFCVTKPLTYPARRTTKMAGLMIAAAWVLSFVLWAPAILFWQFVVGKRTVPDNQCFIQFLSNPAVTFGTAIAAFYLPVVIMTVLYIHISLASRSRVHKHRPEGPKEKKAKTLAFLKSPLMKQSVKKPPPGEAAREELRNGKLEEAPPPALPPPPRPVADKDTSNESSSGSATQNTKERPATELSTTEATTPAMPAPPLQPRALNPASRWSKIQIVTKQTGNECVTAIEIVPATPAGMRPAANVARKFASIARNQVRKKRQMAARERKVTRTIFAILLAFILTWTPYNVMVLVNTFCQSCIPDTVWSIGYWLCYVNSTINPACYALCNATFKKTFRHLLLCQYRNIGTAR
CRFR2-BP antag: antagonists of CRF-BP/CRF-R2 complex, primary screen, cell-based, HEK293, calcium dye fluorescence, uHTS; inhibition, % at 11.8 µM; CRF-induced calcium fluorescence; hit rate 0.59% among 350,000;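 active = inhibition of the ligand-induced calcium signal above about 50% at the single tested concentration, limit read from the data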
CHRM5 antagonist: human M5 muscarinic receptor antagonists, primary screen, CHO cells, Fluo-8 calcium fluorescence; inhibition, % at 3 µM; CHO-hM5 cells, ACh EC80; hit rate 0.59% among 360,000; Muscarinic acetylcholine receptor M5 (Homo sapiens), P08912;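 active = inhibition above a per-plate cutoff, the mean of that plate's test compounds plus 3 SD, cut at about 27% in these data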;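 note: 0% = acetylcholine EC80 with DMSO and 100% = DMSO without agonist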
CHRM4 PAM: human M4 muscarinic receptor positive allosteric modulators, primary screen, CHO-K1 cells, Fluo-8 calcium fluorescence; AID 624126, 2012; CHO-K1 hM4/Gqi5, ACh EC20; 0% = ACh EC20, 100% = maximal ACh; Muscarinic acetylcholine receptor M4 (Homo sapiens), P08173; hit rate 0.4% among 360,000; activation, % at 3 µM;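 active = activation above its plate's cutoff, the mean activation of sample wells plus 3 SD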; note: some results filed as inactive read as strong as hits
M4 antag: human M4 muscarinic receptor antagonists, primary screen, CHO cells, Fluo-8 calcium fluorescence; Muscarinic acetylcholine receptor M4 (Homo sapiens), P08173; CHO-hM4 cells, ACh EC80; inhibition, % at 3 µM; hit rate 0.73% among 360,000; AID 624125, 2012;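 active = inhibition above its plate's cutoff, the mean inhibition of sample wells plus 3 SD, cut at about 27% in these data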;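 note: 0% = acetylcholine EC80 with DMSO and 100% = DMSO without agonist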
CHRM5 agonist: human M5 muscarinic receptor agonists, primary screen, CHO-K1 cells, Fluo-8 calcium fluorescence; Muscarinic acetylcholine receptor M5 (Homo sapiens), P08912; CHO-K1 hM5 cells; 0% DMSO wells, 100% maximal acetylcholine response; activation, % at 3 µM; hit rate 0.19% among 360,000; AID 624037, 2012;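 active = activation above the run's mean over test compounds plus 3 SD, cut at about 23% in these data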;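 note: signal is peak over basal fluorescence ratio across the kinetic read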
The depositor's hits bear a star; / = no result given.

#1 Cc1cc(Br)ccc1SCC(=O)N1CCN(S(=O)(=O)c2ccccc2)CC1
#2 CC1(C(=O)NS(=O)(=O)c2ccc(Cl)s2)CCN1C(=O)Cc1ccc(Cl)cc1Cl (stereo unspecified)
#3 O=C(CSc1ncnc2[nH]ncc12)Nc1cccc(Oc2ccccc2)c1
#4 COc1ccc(NC2=C(c3ccc(OC)cc3)C(=O)c3ccccc32)cc1
#5 O=C(NCC(c1ccco1)N1CCOCC1)c1ccc(Cl)cc1 (stereo unspecified)
#6 O=C(CNC1CCCCCC1)Nc1ccccc1N1CCCCC1
#7 OCCNC(=S)Nc1cccc(Cl)c1Cl
#8 O=S(=O)(Nc1ccc(N2CCCCC2)cc1)c1ccc(F)cc1F

entry no. | 1 | 2 | 3 | 4 | 5 | 6 | 7 | 8
CRFBP-R2 agonist | -0.9 | / | 5.7 | 0.1 | -0.1 | -0.1 | -1.4 | -0.8
M5 PAM | 1 | -6 | -13 | -7 | 4 | -33 | 0 | -4
CHRM1 PAM | 1 | 11 | 5 | 2 | 15 | -13 | 10 | 5
M4 ag | 11 | 1 | 16 | 6 | 0 | -2 | 1 | 2
CRFR2-BP antag | 3 | / | -6 | 1 | -4 | -40 | 28 | -17
CHRM5 antagonist | -6 | 3 | 3 | -4 | -8 | 0 | 7 | 4
CHRM4 PAM | -7 | 5 | 0 | -6 | -3 | -14 | -3 | -3
M4 antag | -5 | -7 | -13 | -5 | -7 | -10 | 10 | 3
CHRM5 agonist | -2 | -1 | 0 | -3 | -1 | -13 | 0 | -3

Shown with the structure last: 7 of the compounds above
# | CRFBP-R2 agonist | M5 PAM | CHRM1 PAM | M4 ag | CRFR2-BP antag | CHRM5 antagonist | CHRM4 PAM | M4 antag | CHRM5 agonist | structure
1 | -0.9 | 1 | 1 | 11 | 3 | -6 | -7 | -5 | -2 | Cc1cc(Br)ccc1SCC(=O)N1CCN(S(=O)(=O)c2ccccc2)CC1
2 | / | -6 | 11 | 1 | / | 3 | 5 | -7 | -1 | CC1(C(=O)NS(=O)(=O)c2ccc(Cl)s2)CCN1C(=O)Cc1ccc(Cl)cc1Cl (stereo unspecified)
3 | 5.7 | -13 | 5 | 16 | -6 | 3 | 0 | -13 | 0 | O=C(CSc1ncnc2[nH]ncc12)Nc1cccc(Oc2ccccc2)c1
4 | 0.1 | -7 | 2 | 6 | 1 | -4 | -6 | -5 | -3 | COc1ccc(NC2=C(c3ccc(OC)cc3)C(=O)c3ccccc32)cc1
5 | -0.1 | 4 | 15 | 0 | -4 | -8 | -3 | -7 | -1 | O=C(NCC(c1ccco1)N1CCOCC1)c1ccc(Cl)cc1 (stereo unspecified)
6 | -0.1 | -33 | -13 | -2 | -40 | 0 | -14 | -10 | -13 | O=C(CNC1CCCCCC1)Nc1ccccc1N1CCCCC1
7 | -1.4 | 0 | 10 | 1 | 28 | 7 | -3 | 10 | 0 | OCCNC(=S)Nc1cccc(Cl)c1Cl

Carrying on.
#9 COCCN1C(=O)CN(S(C)(=O)=O)CC1(C)C(=O)Nc1ccc2c(c1)OCCO2 (stereo unspecified)
#10 CCOc1ccc2ccccc2c1C(=O)NCC(c1ccc(N(C)C)cc1)N(C)C (stereo unspecified)
#11 CCC(=O)c1ccc(OCC(=O)N(C)CC(=O)Nc2cccc(F)c2)cc1
#12 CCCCCNC(=O)C1c2ccccc2Oc2ccccc21
#13 NC(=O)CC(NC(=O)c1ccccc1)c1ccc(NCCc2cccc(F)c2)c([N+](=O)[O-])c1 (stereo unspecified)
#14 Cc1cc(SCC(=O)N(C)C2CCS(=O)(=O)C2)nc2c(C)cccc12 (stereo unspecified)
#15 CCOC(=O)c1ccc(N2C(=O)CC(Sc3nnc(C)s3)C2=O)cc1 (stereo unspecified)
#16 Cc1ccc(C)c(C(=O)COC(=O)c2cc([N+](=O)[O-])ccc2N2CCOCC2)c1

entry no. | 9 | 10 | 11 | 12 | 13 | 14 | 15 | 16
CRFBP-R2 agonist | / | -2.0 | -1.3 | 0.6 | -4.7 | -2.3 | 2.2 | -1.0
M5 PAM | 12 | -2 | 4 | -1 | -11 | 1 | -2 | -2
CHRM1 PAM | / | -3 | 10 | -4 | 3 | 4 | 2 | -8
M4 ag | 1 | 3 | 4 | -1 | 4 | 2 | 1 | 1
CRFR2-BP antag | / | -3 | -6 | 3 | 20 | -22 | 13 | 21
CHRM5 antagonist | -10 | -3 | -1 | -3 | -2 | 13 | 3 | 7
CHRM4 PAM | 12 | 0 | 3 | -11 | 7 | 0 | 4 | 0
M4 antag | -12 | 7 | -10 | 7 | 5 | -2 | 9 | -10
CHRM5 agonist | 0 | -4 | 2 | -3 | 5 | -1 | 1 | 0

#17 O=C(Nc1ccc(Oc2ccccc2)cc1)c1cnc2n(c1=O)CCS2
#18 Cc1nc(N)sc1-c1csc(Nc2ccccc2)n1
#19 CN(CC(=O)N1CCN(C2CCCCC2)CC1)S(=O)(=O)c1cccc2nsnc12
#20 CCCc1cc(C(=O)Nc2ccc(Cl)cn2)cs1
#21 CCc1cc2cc3c(cc2nc1SCC(=O)N1CCN(C(=O)c2ccco2)CC1)OCO3
#22 CCc1noc(C)c1C(=O)Nc1nnc(CC(C)C)s1
#23 N/C(=N\OC(=O)Cc1ccccc1[N+](=O)[O-])c1cccc(Br)c1
#24 COc1ccc(CN2CCN(C3CCC3)CC2CCO)c(C)c1C (stereo unspecified)

entry no. | 17 | 18 | 19 | 20 | 21 | 22 | 23 | 24
CRFBP-R2 agonist | 3.1 | -2.1 | -0.8 | 3.1 | -2.9 | 0.1 | -1.6 | 3.3
M5 PAM | -15 | -6 | -2 | -5 | 0 | 6 | -6 | 0
CHRM1 PAM | -8 | 6 | -2 | -3 | 10 | 7 | -1 | 8
M4 ag | 9 | 2 | 2 | 0 | -1 | 0 | -2 | 1
CRFR2-BP antag | -8 | 79* | 16 | -3 | 0 | -10 | 16 | 1
CHRM5 antagonist | 12 | -4 | 2 | 3 | 7 | 1 | 0 | 19
CHRM4 PAM | -3 | 11 | 1 | 6 | 0 | 2 | 19 | -2
M4 antag | -8 | 5 | 29* | -9 | -4 | -7 | 13 | 2
CHRM5 agonist | 7 | -1 | 0 | -5 | -5 | 0 | -8 | -10

The list continues.
Every second line gives: CRFBP-R2 agonist	M5 PAM	CHRM1 PAM	M4 ag	CRFR2-BP antag	CHRM5 antagonist	CHRM4 PAM	M4 antag	CHRM5 agonist
[25] CCOC(=O)C1CCCN(C(=O)CNC(=O)c2ccc(Br)o2)C1 (stereo unspecified)
→ 0.4	7	13	1	5	3	15	-15	6
[26] Cc1nnc(NC(=O)c2cc3ccccc3o2)s1
→ -0.9	2	13	1	-23	11	0	-4	0
[27] O=C(Nc1ccc(F)cc1)/C(Cl)=C/c1ccccc1
→ 0.0	-2	4	1	-16	-2	-2	-3	-8
[28] C[C@@H]1CC[C@]2(C(=O)O[C@@H]3O[C@H](CO)[C@@H](O)[C@H](O)[C@H]3O)CC[C@]3(C)C(=CCC4[C@@]5(C)CC[C@H](O[C@@H]6OC[C@H](O)[C@H](O[C@@H]7O[C@H](CO)[C@@H](O)[C@H](O)[C@H]7O)[C@H]6O)C(C)(C)C5CC[C@]43C)C2[C@]1(C)O (stereo partly specified)
→ -0.8	-2	9	-1	26	8	6	5	2
[29] Cc1ccc(NC(=O)CNC(=O)c2ccco2)cc1Cl
→ 0.9	2	-1	2	-28	-12	3	-8	5
[30] O=C(COC(=O)c1ccco1)Nc1nc2ccc([N+](=O)[O-])cc2s1
→ 0.6	-16	-2	8	2	11	4	5	1
[31] CN(c1ccccc1)S(=O)(=O)c1ccc(NC(=O)c2ccco2)cc1
→ 3.4	-4	-1	6	-48	-2	-8	-9	1
[32] CC(=O)c1cccc(NC(=O)/C=C/c2ccc(S(=O)(=O)N3CCOCC3)cc2)c1
→ 0.2	-14	1	11	9	9	3	-17	5
[33] CCNC(=O)N1CCNC(=O)C1CC(=O)Nc1ccc(C(=O)OCC)cc1 (stereo unspecified)
→ 3.5	4	-2	0	-32	4	3	0	0
[34] CCOC(=O)C1CCCN(Cc2cc(=O)oc3cc(C)ccc23)C1 (stereo unspecified)
→ -4.7	2	9	2	21	3	-6	1	2
[35] O=C(c1ccc(Cl)s1)N1CCOCC1
→ -2.0	1	5	-1	7	-9	5	9	1
[36] CCOc1ccc(CNC(=O)CCCn2nc(CC)n3c(cc4occc43)c2=O)cc1
→ -0.4	8	7	5	5	-6	0	-3	-3
[37] COc1cccc(CN2CCCC(C(=O)c3ccc4c(c3)OCO4)C2)c1O (stereo unspecified)
→ -3.4	-3	-24	2	31	12	-12	9	-12
[38] COc1ccc(-c2onc(C)c2-c2ccc3c(c2)OCCO3)c(O)c1
→ 8.9	-9	15	13	-4	15	-17	3	13
[39] CCCCN(C(=O)C1CCCC1)c1c(N)n(CCC)c(=O)[nH]c1=O
→ 2.2	1	0	1	-4	1	5	-3	2
[40] CC(=O)C[C@@H]1OC[C@H](C(C)C)N1S(=O)(=O)c1ccc(C)cc1
→ /	-2	/	2	/	0	7	-15	-1
[41] CCCS(=O)(=O)NC(=O)C1(C)CCN(C(=O)c2ccc3ccccc3c2)C1 (stereo unspecified)
→ /	0	5	0	/	1	5	-6	0
[42] CCOc1ccc(S(=O)(=O)N(CC)CC(=O)NCc2ccccn2)cc1C
→ -1.2	-4	5	0	-6	1	2	-28	-5
[43] CC(=O)NS(=O)(=O)c1ccc(NC(=O)COc2cccc3c2OC(C)(C)C3)cc1
→ 0.6	3	7	0	8	2	1	3	-1
[44] Cc1ccc2c(COC(=O)c3ccccc3F)cc(=O)oc2c1
→ 1.8	-2	-4	0	-2	13	-12	-3	0
[45] CCOC(=O)CN1CCC(C2(c3cc4ccccc4[nH]3)OCCO2)CC1
→ -0.8	-5	5	1	-21	3	-1	1	3
[46] Cc1ccc(-c2c3c(=O)n(C)c(=O)n(C)c3cn2Cc2ccccn2)cc1
→ 0.2	4	10	2	-1	-1	-1	2	3
